Screening data as filed in PubChem BioAssay.
N370S GC mod: N370S glucocerebrosidase modulation, Gaucher chaperone candidate | hit rate 0.092% among 330,000 | N370S GC spleen homogenate, 4MU-glucoside fluorescence | AID 2101 | Potency, µM (titrated, usually from 59.4 µM), inactives show at the top dose activity change, negative = inhibition, usual class: inhibitors | P04062;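 note: 0% = full enzyme activity and -100% = no enzyme basal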
FEN1 inh: human FEN1 inhibition; hit rate 0.35% among 390,000; AID 588795; P39748; Potency, µM (highest dose often 114 µM), for the others: at the highest dose activity change, negative = inhibition, most hits filed as inhibitors; Recombinant FEN1 flap cleavage, fluorescence, 15 min; note: nearly all actives have a fitted effect of over 65% in size
Target sequence (P39748 whole entry, looked up): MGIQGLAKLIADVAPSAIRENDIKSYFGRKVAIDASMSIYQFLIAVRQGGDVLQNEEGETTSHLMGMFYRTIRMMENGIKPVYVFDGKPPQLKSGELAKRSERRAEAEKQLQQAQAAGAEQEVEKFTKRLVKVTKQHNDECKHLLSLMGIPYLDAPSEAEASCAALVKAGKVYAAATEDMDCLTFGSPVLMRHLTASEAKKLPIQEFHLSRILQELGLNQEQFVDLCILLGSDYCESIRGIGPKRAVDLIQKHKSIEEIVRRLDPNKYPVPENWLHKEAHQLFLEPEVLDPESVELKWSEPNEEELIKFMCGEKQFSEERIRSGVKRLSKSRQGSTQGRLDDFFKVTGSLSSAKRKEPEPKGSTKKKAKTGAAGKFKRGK
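Quantitative HTS format: each compound was titrated, incubated with 10 nM nuclease for 15 min at room temperature, then challenged with flap substrate at 50 nM final. Signal change over 15 min gave concentration–effect curves.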
TDP1 cell CPT: growth inhibition of DT40 Tdp1-/-;hTDP1 cells with camptothecin (screen for TDP1 inhibitors) | chicken DT40 Tdp1-/-;hTDP1 cells + 20 nM CPT, ATP luminescence, 48 h | Potency, µM (series often up to 46.2 µM), without a hit: at the highest dose activity change, negative = growth inhibition, actives largely listed as inhibitors | hit rate 12% among 420,000 | AID 686979; note: nearly all actives have a fitted effect of over 55% in size
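Cell growth measured by CellTiter-Glo luminescence after a minimum 48 h, 37 C compound exposure with 20 nM CPT in Tdp1-knockout DT40 cells stably expressing hTDP1, seeded 400/well; qHTS titration format.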
The depositor's hits bear a star; ? = inconclusive; · = no result given; [ ] = another dose, or the depositor's remark. Calls come from the whole dose curve; as a rule, active = well fitted curve in the direction sought with a large enough effect; inconclusive = small, poorly fitted or top-dose-only effect, or another doubt; inactive = no such curve, though single readings can be large; an effect the other way counts as inactive or inconclusive. Unless noted, % is set by controls: 0 for no effect and ±100 for the full control effect; potency is the fitted concentration of half-maximal effect. These rows are one share of the data, so the mix of outcomes need not match the whole.

SMILES	N370S GC mod	FEN1 inh	TDP1 cell CPT
CCOC(=O)N1CCC(NC(=O)c2cc3c(=O)n(C)c4ccccc4c3n2C)CC1	4%	15%	21µM*
CC(C)(C)S(=O)(=O)c1cnc(-c2cnccn2)nc1N	13%	10%	1%
c1ccc([C@H]2CNCCN2CCc2cccc3ccccc23)cc1	·	-7%	?
Cn1ncc([N+](=O)[O-])c1C(=O)N1CCOCC1	-8%[12.8 µM]	-8%	?
Cn1cccc1C(=O)N1CCC[C@@]2(CCN(c3ccccc3)C2)C1	9%	·	?
CN(Cc1nc(-c2ccccn2)no1)S(=O)(=O)c1ccccc1	2%	-1%	-1%
O=C(Cn1ncc2c3ccccc3n(Cc3cccc(Cl)c3)c2c1=O)NCCCc1ccccc1	·	-7%	3%
Cc1ccnc(N2CCCC(C(=O)Nc3cc(F)ccc3C)C2)n1 (stereo unspecified)	0%	-9%	-19%
O=C(CCC(=O)N1CCCC1)Nc1nnc(C2CCCCC2)s1	6%[2.35 µM]	8%	?
CCN(CC(=O)NC(C)C)C(=O)c1ccc(S(=O)(=O)N(C)c2ccccc2OC)cc1	-2%	-6%	?
COc1ccccc1NC(=O)c1sc2ncn(CC(=O)N3CCC(C)CC3)c(=O)c2c1C	0%	18%	1%
COc1ccc(N2CCN(C(=O)C3CCN(S(=O)(=O)c4ccccc4)CC3)CC2)cc1	-4%	-17%	-25%

Structural class: the compounds so far with a halogen.
SMILES	N370S GC mod	FEN1 inh	TDP1 cell CPT
O=C(Cn1ncc2c3ccccc3n(Cc3cccc(Cl)c3)c2c1=O)NCCCc1ccccc1	·	-7%	3%
Cc1ccnc(N2CCCC(C(=O)Nc3cc(F)ccc3C)C2)n1 (stereo unspecified)	0%	-9%	-19%

Ordered by molecular weight (low to high): part of the list above.
SMILES	N370S GC mod	FEN1 inh	TDP1 cell CPT
CC(C)(C)S(=O)(=O)c1cnc(-c2cnccn2)nc1N	13%	10%	1%
c1ccc([C@H]2CNCCN2CCc2cccc3ccccc23)cc1	·	-7%	?
Cc1ccnc(N2CCCC(C(=O)Nc3cc(F)ccc3C)C2)n1 (stereo unspecified)	0%	-9%	-19%
CCN(CC(=O)NC(C)C)C(=O)c1ccc(S(=O)(=O)N(C)c2ccccc2OC)cc1	-2%	-6%	?
O=C(Cn1ncc2c3ccccc3n(Cc3cccc(Cl)c3)c2c1=O)NCCCc1ccccc1	·	-7%	3%

The results go on.
SMILES	N370S GC mod	FEN1 inh	TDP1 cell CPT
CC(C)(C)c1ccc(C(=O)N2CCC(C(=O)NC3CCCCCC3)CC2)cc1	-9%	-16%	?
O=C(C1CCN(S(=O)(=O)c2ccc(Br)cc2)CC1)N1CCOCC1	-5%	0%	-7%
O=C(CSc1nnc(Cn2c(=O)sc3ccccc32)n1CCc1ccccc1)N1CCCC1	-1%	-3%	-22%
O=C(Nc1ccc(Cl)cc1)c1cnc(-c2ccccc2)nc1-c1ccccc1	6%	0%	?
Cc1cccc(NS(=O)(=O)c2cccc(C(=O)NCC(c3ccco3)N(C)C)c2)c1 (stereo unspecified)	-7%	-10%	-5%
CCN(CC(=O)NCc1ccc(Cl)cc1)C(=O)COc1cccc(C(F)(F)F)c1	-6%	-3%	?
COc1ccccc1-c1nc(C#N)c(N2CCCCCC2)o1	?	-22%	-18%
O=C1NN(c2cccc(Br)c2)C(=O)/C1=C\c1ccccc1	-1%	-19%	3%
O=C(CSc1cccc2cccc(Cl)c12)NCc1cccs1	5%	-8%	?
CCn1nnc(NC(=O)c2ccc(-c3ccccc3[N+](=O)[O-])o2)n1	1%	-3%	6%
CCOc1ccc(Nc2nc3ccccc3c(=O)s2)cc1	-5%	-6%	-6%
CCn1c(C)cc(/C=C2/SC(=O)N(C(C)C(=O)OC)C2=O)c1C (stereo unspecified)	-13%	5%	?

Single values from the entries so far:
CCOc1ccc(Nc2nc3ccccc3c(=O)s2)cc1 @ TDP1 cell CPT: -6%
CCn1nnc(NC(=O)c2ccc(-c3ccccc3[N+](=O)[O-])o2)n1 @ TDP1 cell CPT: 6%

The list goes on.
SMILES	N370S GC mod	FEN1 inh	TDP1 cell CPT
COc1ccc(/C=C/C(=O)Nc2ccc(N3CCOCC3)cc2)cc1	-10%	-6%	5%
CC(C)CCNC(=O)CCc1nnc(COc2ccccc2)o1	-1%	4%	-1%
CCOc1cccc(C(=O)Nc2cccc(-c3nnc(-c4ccc(C)cc4)o3)c2)c1	3%	3%	18µM*
Cc1cc(C(=O)NCc2ccco2)c2ccccc2n1	4%	-1%	6%
Cc1ccccc1C(=O)N1CCN(c2ccc([N+](=O)[O-])c(NCc3cccnc3)c2)CC1	-14%	-17%	?
O=C(COc1coc(CN2CCN(c3ccccc3F)CC2)cc1=O)NC1CCCCC1	1%	6%	?
Cc1ccc2nc(NC(=O)CSc3ncc(C(=O)Nc4ccccc4)c(=O)n3C)sc2c1	·	1%	-3%
Cc1ccc(OCC(=O)Nc2cccc(-c3nc4ccccc4o3)c2C)cc1C	·	11%	?
CC(Oc1ccc2ccc(=O)oc2c1)C(=O)NC(Cc1c[nH]c2ccc(O)cc12)C(=O)O (stereo unspecified)	1%	-7%	28%
CCN(C(=O)COc1ccc(C)nc1[N+](=O)[O-])C1CCS(=O)(=O)C1 (stereo unspecified)	-4%	0%	6%
COc1ccccc1N(CC(=O)N1CCC(C)CC1)S(=O)(=O)c1ccc(C)cc1	·	-4%	?
COc1cc(C(=O)NC(C)CCc2ccccc2)cc(OC)c1OC (stereo unspecified)	2%	1%	-6%
O=C(CSc1ncn[nH]1)Nc1ccc(Cl)c(Cl)c1	-7%	0%	1%
Cc1cc(Cl)nc(Cl)c1C(=O)N1CCOCC1	-3%	-2%	9%
NS(=O)(=O)c1ccc(NCc2ccccc2OCc2ccccc2F)cc1	-12%	-18%	?
COc1cccc(N2C(=O)N(CC(=O)NCc3cccc(OC)c3OC)c3ccccc3S2(=O)=O)c1	·	2%	-14%
O=C(NNC1CC(=O)N(c2ccc(Br)cc2)C1=O)c1ccccn1 (stereo unspecified)	10%	-5%	-4%
COc1cccc(NS(=O)(=O)c2ccc(OC)c(OC)c2)c1	3%	-12%	?
COc1cccc(OC)c1C(=O)Nc1cccc(-c2ccc3nncn3n2)c1	-4%	-15%	?
CC(C)C(OC(=O)CN1C(=O)COc2ccccc21)C(=O)NC1CCCCC1 (stereo unspecified)	-11%	4%	-25%
CCOc1ccc(S(=O)(=O)NCC(c2ccco2)S(=O)(=O)c2ccc(C)cc2)cc1 (stereo unspecified)	·	9%	?
NC(=O)Cn1c(=O)n(CCCCCC(=O)NCc2ccc(F)cc2)c(=O)c2sccc21	·	-3%	5%
COC(=O)c1ccc(NC(=O)c2ccccc2CC[N+](=O)[O-])cc1	-16%	-11%	-5%
Cc1c(C(=O)N(C)Cc2nc3ccccc3c(=O)[nH]2)oc2ccccc12	·	-2%	?
Cc1ccc(S(=O)(=O)Nc2cc(C)cn(Cc3ccccc3)c2=O)cc1	-4%	6%	21µM*
CCCCOc1ccc(/C=C/C(=O)OCC(=O)NC2CCS(=O)(=O)C2)cc1OCC (stereo unspecified)	-2%	-14%	-6%
O=[N+]([O-])c1cccc(C(=S)N2CCCC2)c1	3%	5%	8%
COC(=O)c1c(NC(C)=O)sc(Cc2ccccc2)c1C	29%	-10%	-25%
CCn1nnc(NC(=O)Cc2ccc(Cl)cc2)n1	6%	-6%	9%
CC1CCCN(C(=O)CNC(=O)c2sc3ccccc3c2Cl)C1 (stereo unspecified)	3%	-9%	-28%
C/C(N)=C(/C#N)C(=O)CSc1nc2scc(-c3ccc(F)cc3)c2c(=O)n1C	-14%	-10%	-23%
O=C(Nc1ccc(Br)cc1)c1ccc(N2C(=O)C3CC=CCC3C2=O)cc1 (stereo unspecified)	0%	2%	-1%
O=C(Nc1nc2ccc([N+](=O)[O-])cc2s1)c1ccc(S(=O)(=O)N2CCCc3ccccc32)cc1	10%	-11%	4.6µM*
COc1ccc(C(=O)OCC(=O)Nc2sccc2C(N)=O)cc1OC	-22%	-1%	?
Cc1cc(-n2c(C)cc(C(=O)CSc3nnc4sc5ccccc5n34)c2C)no1	12%	1%	16µM*
COc1ccc(Cn2c(=O)c3oc4ccccc4c3n(CC(=O)Nc3cc(C)cc(C)c3)c2=O)cc1	·	13%	-7%
CCOC1(c2ccccc2)CC1C(=O)N/N=C/c1cccc([N+](=O)[O-])c1 (stereo unspecified)	7%	14%	?
CCCCCOC(=O)C1=C(C)N(C)C(=O)NC1c1cc(Br)c(O)c(OC)c1 (stereo unspecified)	8%	3%	-5%
CCSc1nc(=S)n(CC)c(C)c1C(C)=O	-20%	4%	-2%
CN1CCN(C(=O)CCCN2C(=O)/C(=C/c3cccc(Br)c3)SC2=S)CC1	?	-5%	-22%
COc1ccccc1CN1C(=O)C(=O)c2cccc(C)c21	·	17%	13µM*
COc1ccc(NS(=O)(=O)c2ccc3c(c2)N(C(C)=O)CCO3)cc1	9%	17%	-19%
CC1CCN(C(C(=O)NC2CCCCC2)c2cc3c(cc2[N+](=O)[O-])OCO3)CC1 (stereo unspecified)	-10%	4%	4%
O=C(c1ccc2c3c(cccc13)CC2)C1CCCN(C(=O)c2ccc(=O)[nH]c2)C1 (stereo unspecified)	-5%	-3%	-10%
S=c1[nH]nc(COc2ccccc2)n1-c1ccccc1	17%	8%	-2%
COc1ccc2oc(C(=O)NN3C(C)CCCC3C)c(C)c2c1 (stereo unspecified)	3%	5%	?
CSc1ncc(CN2CCCC(C(=O)Nc3ccc(-c4ccco4)cc3)C2)cn1 (stereo unspecified)	-9%	-17%	?
COc1ccc(-c2nn(-c3ccccc3)cc2C(=O)N(C)CC(=O)Nc2ccccc2Br)cc1	·	?	23µM*
CC(=O)c1ccc(N2CCN(C(=S)NCc3ccco3)CC2)cc1	-10%	7%	?
Cc1cc2nn(-c3ccc(F)cc3)nc2cc1NC(=O)c1cc(Cl)ccc1Cl	·	?	?
Cc1ccc(NC(=O)NC2CCCCC2)cc1Cl	14%	-13%	-18%
CS(=O)(=O)N1CCc2cc(-c3csc(NCC4CCCO4)n3)ccc21 (stereo unspecified)	-24%	11%	-25%
COc1ccc(Cl)cc1NC(=O)CSc1nc2sccc2c(=O)[nH]1	0%	-14%	-28%
COCCN1C(=O)c2oc3cc(C)c(C)cc3c(=O)c2C1c1ccc(O)cc1 (stereo unspecified)	·	7%	-1%
COc1ccc2nc(N(Cc3cccnc3)C(C)=O)sc2c1	·	0%	-7%
Cc1sc2nc(CSCC(=O)NC3CCCCC3)[nH]c(=O)c2c1C	-6%	-2%	?
COC(=O)c1ccc(NCC(=O)c2ccccc2)cc1	4%	-7%	-1%
CCCCn1c(N)c(N(CCOC)C(=O)c2cccc(S(=O)(=O)N(CC)c3ccccc3)c2)c(=O)[nH]c1=O	-11%	-6%	-2%
CC(=O)NC1(c2cccc(F)c2)CCN(C(=O)Nc2ccc(C#N)cc2)CC1	-13%	-2%	-32%
Cc1cc(C(=O)Nc2cc(C(F)(F)F)ccc2N2CCOCC2)no1	-4%	-4%	-7%

Shown with values under each structure: 6 of the compounds above
Results follow in this order: N370S GC mod | FEN1 inh | TDP1 cell CPT
CCN(CC(=O)NC(C)C)C(=O)c1ccc(S(=O)(=O)N(C)c2ccccc2OC)cc1
    -2% | -6% | ?
COc1ccc(Cl)cc1NC(=O)CSc1nc2sccc2c(=O)[nH]1
    0% | -14% | -28%
Cn1ncc([N+](=O)[O-])c1C(=O)N1CCOCC1
    -8%[12.8 µM] | -8% | ?
CCn1c(C)cc(/C=C2/SC(=O)N(C(C)C(=O)OC)C2=O)c1C (stereo unspecified)
    -13% | 5% | ?
NC(=O)Cn1c(=O)n(CCCCCC(=O)NCc2ccc(F)cc2)c(=O)c2sccc21
    · | -3% | 5%
COc1ccc(Cn2c(=O)c3oc4ccccc4c3n(CC(=O)Nc3cc(C)cc(C)c3)c2=O)cc1
    · | 13% | -7%

(list continues)
SMILES	N370S GC mod	FEN1 inh	TDP1 cell CPT
CC1(C)CC(=O)C=C(c2ccc(F)cc2OCc2ccccc2)C1	·	3%	?
COc1ccc(Cl)cc1NC(=O)C(C)Sc1nncn1C (stereo unspecified)	-5%	-1%	-28%
COCC(=O)N1CCC2(CCCN(Cc3nccs3)C2)CC1	12%	·	-4%
O=C(COc1ccc(F)cc1)Nc1cc(Cl)ccc1-n1cncn1	0%	0%	-2%
COc1ccc(C(=O)N(C(C)C)C(C)C)c(OC)c1	·	8%	-10%
Cc1ccccc1CNC(=O)Cc1ccc(NC(=O)N2CCCCc3ccccc32)cc1	·	-12%	?
O=C(NC(=S)Nc1cccc([N+](=O)[O-])c1)c1ccccc1	4%	13%	0%
CC(C)C(=O)NC(NC(=O)C(C)C)c1ccc([N+](=O)[O-])cc1	-2%	-5%	-1%
O=C(CNCCCO)Nc1cc(C(F)(F)F)cc(NC(=O)CNCCCO)c1Cl	-3%	13%	-11%
